FBW7 activator: human FBW7 E3 ligase activation, primary screen; AID 1259310; hit rate 0.13% among 650,000; AlphaScreen FBW7–phospho-cyclin E peptide binding, activator screen; normalized activity (activation), % at 26.1 µM; in the data active means normalized activity above about 1.9%;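 further: purified mutant Fbw7 with reduced substrate affinity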
GPR151 ag: activates the human receptor GPR151; PathHunter beta-arrestin GPR151 cells, luminescence; activation, % at 11.2 µM; hit rate 1% among 650,000; in the data active means activation above about 4.9%;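 further: 0% = median of compound wells and 100% = cells with positive control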
Target sequence (Q8TDV0 whole entry, looked up): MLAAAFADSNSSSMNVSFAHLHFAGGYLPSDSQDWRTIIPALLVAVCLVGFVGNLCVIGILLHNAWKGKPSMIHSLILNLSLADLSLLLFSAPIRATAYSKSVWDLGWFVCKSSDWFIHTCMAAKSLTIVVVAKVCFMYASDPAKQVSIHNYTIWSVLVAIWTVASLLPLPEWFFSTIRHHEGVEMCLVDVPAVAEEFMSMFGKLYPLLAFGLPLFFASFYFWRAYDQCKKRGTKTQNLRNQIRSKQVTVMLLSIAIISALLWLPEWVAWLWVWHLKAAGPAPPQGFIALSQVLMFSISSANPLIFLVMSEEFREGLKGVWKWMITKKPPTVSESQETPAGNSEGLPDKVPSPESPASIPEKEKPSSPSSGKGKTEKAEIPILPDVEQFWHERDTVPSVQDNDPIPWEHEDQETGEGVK
TEAD-YAP block: TEAD-YAP interaction inhibition; inhibition, % at 9.12 µM; AID 1259422; hit rate 1.4% among 640,000; HEK-TIYL cells, TEAD-Gal4/YAP UAS-luciferase luminescence; in the data active means inhibition above about 32%;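 further: 0% = median of test compound wells and 100% = reference inhibitor wells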
MITF primary: inhibitors of human MITF. AlphaScreen MITF homodimerization, bead proximity signal. inhibition, % at 2.6 µM. hit rate 0.91% among 650,000. AID 1259374; in the data active means inhibition above about 50%;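 further: 0% = vehicle wells with protein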
Target sequence (O75030 whole entry, looked up): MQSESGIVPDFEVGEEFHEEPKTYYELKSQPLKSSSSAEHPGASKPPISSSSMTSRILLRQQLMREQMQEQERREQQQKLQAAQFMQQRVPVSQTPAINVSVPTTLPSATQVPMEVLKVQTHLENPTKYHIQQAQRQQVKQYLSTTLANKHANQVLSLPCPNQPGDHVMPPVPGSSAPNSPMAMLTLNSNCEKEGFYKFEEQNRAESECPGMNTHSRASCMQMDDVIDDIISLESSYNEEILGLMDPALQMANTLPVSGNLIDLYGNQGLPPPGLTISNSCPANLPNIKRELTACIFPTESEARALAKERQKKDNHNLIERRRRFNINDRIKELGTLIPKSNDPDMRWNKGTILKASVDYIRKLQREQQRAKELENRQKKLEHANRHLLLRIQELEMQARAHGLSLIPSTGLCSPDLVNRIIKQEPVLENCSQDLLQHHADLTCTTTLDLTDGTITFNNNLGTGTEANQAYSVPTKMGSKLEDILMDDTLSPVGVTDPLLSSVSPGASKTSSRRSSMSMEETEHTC
* = called active by the depositor; . = not tested or not shown; & = joins results of further samples. Some of the compounds tested, so the mix of outcomes need not match the whole.

SMILES,FBW7 activator,GPR151 ag,TEAD-YAP block,MITF primary
CCCC(=O)NC(Oc1ccccc1C(N)=O)C(Cl)(Cl)Cl (stereo unspecified),-0.2,-0.3,4,0
c1cc2c(cc1N1CCNCC1)OCCO2,-0.1,-0.2,7,9
O=[N+]([O-])c1ccc(N2CCNCC2)cc1NCc1ccco1,-0.1,0.2,-5,-9
O=P(C(c1c[nH]c2ccccc12)N1CCOCC1)(N1CCOCC1)N1CCOCC1 (stereo unspecified),-0.1,2.9,-9,9
C=Cn1ccnc1P(=S)(c1nccn1C=C)c1nccn1C=C,-0.1,-0.1,2,-2
CCCCn1c(=O)c(C(=O)Nc2cccc(C)c2)c(O)c2ccccc21,0.0,-0.8,-1,-14
COc1cc(OC)cc(C(=O)Nc2ccc(Cl)cc2C(=O)c2ccccc2Cl)c1,0.3,-0.8,-11,-12
CCN1CCN(c2ncnc3sc(C)c(C)c23)CC1,-0.1,0.7,-7,32
CCP(=O)(c1c(C)nn(-c2ccccc2)c1C)N(C)C (stereo unspecified),0.2,-0.4,3,0
Cn1c(C(=O)O)c(CC(=O)N2CCN(Cc3ccc4c(c3)OCO4)CC2)c2ccccc21,-0.1,0.9,-3,1
COc1ccc(CCNCc2ccco2)cc1,-0.1,-0.3,4,12
C#CCN1C(=O)C2(C(C#N)=C(N)OC(C)=C2C(=O)OCCOC)c2ccccc21 (stereo unspecified),0.0,1.8,1,-1
Cc1ccc(OC(=O)N(C)C)c(CN(C)C)c1,0.1,0.4,4,8
CCc1ccc(CN2CCN(Cc3ccc(F)cc3)CC2)cc1,-0.2,-0.1,-6,57*
O=C1CSC(c2ccccc2Cl)c2cc(Cl)ccc2N1 (stereo unspecified),-0.2,-0.6,.,6
COc1ccc(CN2CCN(c3ccccc3F)CC2)cc1,0.5,0.2,8,39
COc1ccccc1-n1c(/C=C/c2ccc([N+](=O)[O-])o2)nc2ccccc2c1=O,-0.3,-2.3,3,0
O=C(O)Cn1cc(C(=O)c2ccccc2F)c2ccccc21,-0.1,2.6,9,5
Fc1cccc(Cl)c1C1N2CCCCN12 (stereo unspecified),0.1,1.0,8,-1
CC1=C(C(=O)OC(C)C)C2(C(=O)N(CC(N)=O)c3ccccc32)C(C#N)=C(N)O1 (stereo unspecified),0.0,-0.1,-7,4
COc1ccc(Cl)cc1-n1c(/C=C/c2ccccc2)nc2ccccc2c1=O,-0.1,0.5,4,-1
CN1CCc2nc3ccccc3c(C(=O)O)c2C1,-0.1,-0.7,4,0
CC(Cc1ccc(Cl)cc1)NC1CC1 (stereo unspecified),-0.1,2.4,0,8
CN(C(=O)Cc1ccc(Cl)c(Cl)c1)C(CN1CCCC1)c1ccccc1 (stereo unspecified),-0.1,-1.1,.,-6
CCN1CCN(Cc2ccc(F)cc2F)CC1,-0.1,-0.5,7,2
O=C1NC(=O)C(CCc2ccccn2)(CCc2ccccn2)C(=O)N1c1ccc(F)cc1,0.2,-0.7,0,13
N#Cc1cccc(CN2CCC(N(Cc3cccnc3)C(=O)Nc3cccc(F)c3)CC2)c1,0.2,2.2,-18,2
O=C(Cc1noc2ccccc12)N1CCN(Cc2nc3ccccc3[nH]2)CC1,-0.4,2.3,4,77*
O=[N+]([O-])C12CNCC([N+](=O)[O-])(CNC1)C2,0.1,0.2,3,-10
Cc1ccc(C2=CCN(CC(=O)NCc3ccc4c(c3)OCO4)CC2)o1,-0.1,0.8,-1,14

(more compounds)
SMILES,FBW7 activator,GPR151 ag,TEAD-YAP block,MITF primary
CC(C(=O)Nc1ccc(Cl)cc1C(=O)c1ccccc1)N1C(=O)C2C3C=CC(C3)C2C1=O (stereo unspecified),0.2,-0.8,-3,17
CN(C)P(=O)(NC(=O)C(Cl)(Cl)Cl)N(C)C,-0.1,-0.2,-2,19
COc1ccccc1C1NCCc2[nH]cnc21 (stereo unspecified),0.1,-0.6,2,9
COc1ccccc1OCC(=O)N1CCN(Cc2nc3ccccc3[nH]2)CC1,-0.5,2.9,-13,75*
CCCCOc1ccc(CN(C)C)cc1CN(C)C,0.0,1.7,-9,-13
CCCCCC(/C=C/C=O)OO (stereo unspecified),.,-1.0,.,-6
O=c1cccc2n1CC1CC2CN(Cc2cccc(OCc3ccccc3)c2)C1 (stereo unspecified),-0.1,2.6,0,4
CN(C)c1ccc(NC(=O)CN2C(=O)CN=C(c3ccccc3)c3ccccc32)cc1,0.0,1.9,31,12
CCOC(=O)C1C2NC(=S)N(c3ccc(Cl)cc3)C1(C)Oc1ccc(OC)cc12 (stereo unspecified),-0.5,-0.8,50*,19
O=C(CN1N=C(c2ccccc2)CCC1=O)N1CCC2(CC1)OCCO2,-0.1,0.9,5,9
CC1CN(c2ccc([N+](=O)[O-])cc2Cl)CC(C)N1 (stereo unspecified),0.0,-0.3,11,8
CSc1ccc(/C=C/c2nc3ccccc3c(=O)n2-c2ccc(C)cc2)cc1,-0.1,-0.9,7,0
C=C(C)[C@@H]1CCC(C)=C[C@H]1C1=C(O)C(=O)C(CCCCC)=CC1=O,.,0.1,.,7
CC(C)C/C(=N/O)c1c[nH]c2ccccc12,-0.1,1.5,-4,-4
C#CCOc1ccc2c(c1)c(C(=O)OCC)c(C)n2Cc1ccccc1,0.2,1.1,6,10
Cc1ccc(C(=O)O)cc1N=Nc1c(O)[nH]c(=O)[nH]c1=O,0.0,0.6,3,4
O=C(O)c1nc(Cl)ccc1Cl,0.2,-1.5,-1,13
CC(C)(C)C(=O)Cn1c(NCCCl)nc2ccccc21,0.0,0.4,6,11
O=C(N1CCN(c2ccccc2)CC1)C(O)(c1ccccc1)c1ccccc1,0.0,-1.3,-2,0
O=C(c1ccc(Cl)cc1)C12CN3CN(CN(C3)C1)C2,0.0,-0.2,-7,-15
COC(=O)C1=C(C(=O)OC)C2c3ccccc3C=CN2C(C(=O)OC)=C1C(=O)OC (stereo unspecified),0.6,1.3,3,51*
CC(C)(C)NC(=O)/C=C/c1ccc(Cl)cc1,0.7,-0.9,-38,1
Cc1nc2ccccn2c1P(=S)(N1CCOCC1)N1CCOCC1,0.0,-0.6,3,9
Cc1nn(-c2ccccc2)c2c1C(c1ccccc1)SCC(=O)N2 (stereo unspecified),-0.2,-0.7,2,-1
CN(C)C(Cc1ccccc1)C(=O)c1ccccc1 (stereo unspecified),-0.1,-0.2,7,-3
Cc1cccc(C(C)c2cnc[nH]2)c1C (stereo unspecified),-0.1,1.5,.,10
CC(Cc1ccsc1)NC1CCN(c2ccc(CC(=O)N3CCC(O)CC3)cc2)CC1 (stereo unspecified),-0.2,0.6,0,-3
O=C(O)c1nc(N2CCNCC2)ccc1Cl,0.0,1.7,3,1
CC(=O)CC(O)(c1ccccc1)C(Cl)(Cl)Cl (stereo unspecified),0.0,-1.0,-5,-5
CCC(=O)OC1N=C(c2ccccc2Cl)c2cc(Br)ccc2NC1=O (stereo unspecified),0.4,-1.0,7,25

Other compounds
SMILES,FBW7 activator,GPR151 ag,TEAD-YAP block,MITF primary
Cn1c2ccccc2c2c(C(=O)N3CCC4(CC3)OCCO4)cn(C3CCCCC3)c(=O)c21,0.0,2.1,17,3
CCOC(=O)C1C2NC(=S)N(CC)C1(C)Oc1ccccc12 (stereo unspecified),-0.1,1.4,2,-6
CCOC(=O)C1=C(N)Oc2c(c(=O)oc3ccccc23)C1c1ccccc1F (stereo unspecified),0.1,0.5,2,-2
CCOC(=O)C1CCN(c2ccc([N+](=O)[O-])cc2C(=O)c2ccc(Cl)cc2)CC1,0.1,-2.0,-4,14
Cc1nc2ccc(Br)cc2c(=O)n1-c1ccccc1F,0.1,-0.6,-3,10
O=[N+]([O-])c1ccc(NC2CCCC2)c2ccncc12,-0.1,0.4,-2,2
Cc1cccc(-n2c(/C=C/c3c(C)[nH]c4ccccc34)nc3ccccc3c2=O)c1,0.2,-1.0,-2,18
O=C(COc1ccc(Cl)cc1)N1CCN(Cc2ccccc2F)CC1,0.0,3.8,1,60*
CC12CN3CC(C)(CN(C1)C31CCSCC1)C2=O,-0.1,-0.5,-5,-4
CC(C)(C)C(=O)NNCc1ccccc1,0.0,-1.7,9,2
O=C(C1CCC(=O)N1Cc1ccc(F)cc1)N1CCC2(CC1)OCCO2 (stereo unspecified),0.3,1.7,2,-3
CC(C(=O)OC1CC2CCC(C1)N2C)c1ccc(Br)cc1 (stereo unspecified),-0.1,-0.2,.,9
COc1ccccc1C1(O)CC2CCC(C1)N2 (stereo unspecified),0.0,-0.8,-6,6
CN(C)C(=O)Oc1c(Cl)cc(Cl)c2cccnc12,0.1,-1.1,-5,2
COC(=O)c1ccc(-c2ccc(C(=O)OC)cc2)cc1,0.0,0.6,-2,-1
C=CCNC(=O)c1c(COc2ccc(C)cc2)n(Cc2ccccn2)c(C)cc1=O,-0.1,3.4,-2,3
O=C(NCCCn1ccnc1)C(Cl)(Cl)Cl,-0.1,-0.8,10,-5
COc1ccc(CCNCc2ccc(C)o2)cc1,-0.2,-1.0,-2,34
Cn1c(=O)cc(OCC(=O)N2CCN(C3CCCCC3)CC2)c2ccccc21,0.9,0.0,-3,20
OC12CCCCC1C(c1ccc(Br)cc1)NCC2 (stereo unspecified),0.1,0.7,0,14
NC(=O)CN1C2CCC1CC(O)(c1ccco1)C2 (stereo unspecified),0.2,-1.1,-1,5
CCCCOc1ccc(C2SCC(=O)Nc3c2c(=O)[nH]n3C2CCOC(C)(C)C2)cc1 (stereo unspecified),-0.1,0.1,4,6
CC(C)(C)c1ccc(O)c(CN2CCN(c3ccccc3)CC2)c1,0.1,-0.7,10,13
Cc1n[nH]c(C)c1NC(=O)CN1C2CCC1CC(O)(c1cccc(F)c1)C2 (stereo unspecified),-0.1,-0.3,-1,4
C=CCc1cc(C)cc(-n2nc3ccccc3n2)c1O,-0.1,0.2,0,-10
Cc1ccsc1C1C(C#N)=C(N)Oc2c1c(=O)oc1ccccc21 (stereo unspecified),0.0,0.5,5,11
Cc1ccc(C)c(CN2CCN(CC(C)(C)C)C(CCO)C2)c1 (stereo unspecified),0.0,0.0,5,-2
Cc1ccc(-n2c(/C=C/c3ccccc3)nc3ccccc3c2=O)cc1,0.8,-1.4,1,12
CCCCn1c(C)c(C(=O)O)c2cc(OC)c3ccccc3c21,0.0,-0.9,3,-3
O=C(Nc1ccc([N+](=O)[O-])c(Cl)c1)C1CC(=O)N(c2ccc(Br)cc2)C1 (stereo unspecified),-0.1,0.5,-5,4

The listing continues:
SMILES,FBW7 activator,GPR151 ag,TEAD-YAP block,MITF primary
CN(C)[C@@H]1C(=O)C(C(N)=O)=C(O)[C@@]2(O)C(=O)C3=C(O)c4c(O)cccc4[C@@](C)(O)[C@H]3C[C@@H]12,0.2&0.0&0.0&-0.3&-0.2,-0.1&1.0&0.9&1.5&1.5,-16&0&5,11&-8&-2&0&9
O=C(C1CN(CCc2c[nH]c3ccccc23)CCN1)N1CCOCC1 (stereo unspecified),-0.1,5.1*,-2,7
COc1cc(CN2CCN(CCO)CC2)cc2c1OCO2,0.0,0.1,-6,-1
CCCCCn1c(N)c(C(=O)OC)c2nc3ccccc3nc21,0.6,1.0,13,4
O=C(Nc1ccc(Cl)cc1C(=O)c1ccccc1)c1ccco1,-0.2,-1.1,-8,3
CC(=O)Nc1ccc(Br)cc1C(=O)c1ccccc1Cl,0.0,1.2,1,16
CC(=O)O[C@@H]1C2CC[C@@H]3C1(C[C@@H](O)[C@@]1(O)[C@@H](C[C@H](O)C1(C)C)[C@]3(C)O)C[C@@]2(C)O (stereo partly specified),0.1,-0.9,9,5
COc1ccc(CNC(C)Cc2ccc(OC)cc2)cc1 (stereo unspecified),0.1,-0.1,0,7
CCN1CCC2(CC1)C(C#N)=C(N)NC(S)=C2C#N,-0.2,0.5,3,17
Cc1cc(CNC(=O)c2c(Cc3ccccc3C)n(Cc3ccncc3)c(C)cc2=O)on1,-0.1,0.6,4,6
Cc1ccccc1N1CCN(Cc2cccc(O)c2)CC1,-0.1,-1.2,9,19
Cn1ccnc1P(=S)(c1nccn1C)c1nccn1C,-0.7,-0.2,-8,5
COc1cccc(-n2c(-c3ccco3)nc3ccccc3c2=O)c1,-0.2,0.1,11,3
CCOC(=O)NC(C(Cl)Cl)N1CCOCC1 (stereo unspecified),0.1,-0.2,2,12

Quoted from the listing:
For TEAD-YAP block, CCN1CCC2(CC1)C(C#N)=C(N)NC(S)=C2C#N has the entry 3
For MITF primary, CC(=O)Nc1ccc(Br)cc1C(=O)c1ccccc1Cl has the entry 16
For TEAD-YAP block, Cc1cc(CNC(=O)c2c(Cc3ccccc3C)n(Cc3ccncc3)c(C)cc2=O)on1 has the entry 4
For TEAD-YAP block, Cn1ccnc1P(=S)(c1nccn1C)c1nccn1C has the entry -8
For TEAD-YAP block, COc1cc(CN2CCN(CCO)CC2)cc2c1OCO2 has the entry -6
For TEAD-YAP block, COc1ccc(CNC(C)Cc2ccc(OC)cc2)cc1 (stereo unspecified) has the entry 0

Fetched one by one from the list above, 4 records:
SMILES,FBW7 activator,GPR151 ag,TEAD-YAP block,MITF primary
CCN1CCC2(CC1)C(C#N)=C(N)NC(S)=C2C#N,-0.2,0.5,3,17
Cn1ccnc1P(=S)(c1nccn1C)c1nccn1C,-0.7,-0.2,-8,5
CCOC(=O)NC(C(Cl)Cl)N1CCOCC1 (stereo unspecified),0.1,-0.2,2,12
COc1ccc(CNC(C)Cc2ccc(OC)cc2)cc1 (stereo unspecified),0.1,-0.1,0,7
